# Screening results (PubChem BioAssay)
# EP2 modulator = modulates human prostaglandin E2 receptor EP2 signaling; hit rate 0.83% among 260,000; P43116; EP2-expressing cells, cAMP HTRF FRET, PGE2 co-stimulation; induction, % at 25 µM;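 active = compounds whose cAMP rise, as percent of the full-agonist control response, exceeds 60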;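 also: rat C6 glioma line stably carrying human EP2 under a CMV promoter; the protocol text gives 20 µM as final concentration; 100% = response of wells given 1 µM PGE2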
# S1P4 agonist = agonists of human S1P4 receptor | S1P4-expressing cell line, agonist reporter assay | activation, % at 4.98 µM | hit rate 0.35% among 220,000; in the data active = activation above about 11%;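 also: 0% = DMSO vehicle and 100% = reference agonist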
# Target sequence (O95977 whole entry, looked up): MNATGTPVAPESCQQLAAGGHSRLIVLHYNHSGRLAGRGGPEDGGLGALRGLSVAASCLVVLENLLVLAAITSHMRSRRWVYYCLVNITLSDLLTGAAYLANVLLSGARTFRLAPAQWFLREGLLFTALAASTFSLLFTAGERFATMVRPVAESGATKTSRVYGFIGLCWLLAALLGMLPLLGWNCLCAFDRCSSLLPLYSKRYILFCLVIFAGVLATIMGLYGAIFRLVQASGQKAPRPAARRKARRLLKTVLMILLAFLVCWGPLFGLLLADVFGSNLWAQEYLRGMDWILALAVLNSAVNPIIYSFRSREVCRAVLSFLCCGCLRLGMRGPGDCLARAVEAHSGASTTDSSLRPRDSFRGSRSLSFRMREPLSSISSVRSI
# zfTRPN1 agonist = agonists of zebrafish TRPN1 channel. HEK293 zebrafish TRPN1-YFP, Fluo-8 calcium fluorescence; 100% = response to 87 µM carbachol. activation, % at 3 µM. hit rate 0.18% among 220,000. AID 1424;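 active = activation above its plate's cutoff, the mean activation of test wells on that plate plus 3 SD, cut at about 19% in these data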;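 also: 0% = DMSO alone and 100% = 87 µM carbachol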
#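 Control set: carbachol 87 µM as high control, DMSO as low control; system: HEK293 stable line with zebrafish TRPN1-YFP; read-out: % activation versus carbachol response; detection: intracellular calcium fluorescence with Fluo-8; doses: single test compound dose, 3 µM nominal, 0.3% DMSO; schedule: dye 1 h 37 °C plus 30 min RT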
# TRPML3 ag = agonists of human TRPML3 channel; hit rate 0.29% among 220,000; HEK293 TRPML3-YFP, Fluo-8 calcium fluorescence; 100% = the carbachol control signal; activation, % at 3 µM; AID 1448;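 active = activation above its plate's cutoff, the mean activation of the plate's test wells plus 3 SD, cut at about 12% in these data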;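 also: 0% = DMSO only wells and 100% = carbachol wells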
# Target sequence (Q8TDD5 whole entry, looked up): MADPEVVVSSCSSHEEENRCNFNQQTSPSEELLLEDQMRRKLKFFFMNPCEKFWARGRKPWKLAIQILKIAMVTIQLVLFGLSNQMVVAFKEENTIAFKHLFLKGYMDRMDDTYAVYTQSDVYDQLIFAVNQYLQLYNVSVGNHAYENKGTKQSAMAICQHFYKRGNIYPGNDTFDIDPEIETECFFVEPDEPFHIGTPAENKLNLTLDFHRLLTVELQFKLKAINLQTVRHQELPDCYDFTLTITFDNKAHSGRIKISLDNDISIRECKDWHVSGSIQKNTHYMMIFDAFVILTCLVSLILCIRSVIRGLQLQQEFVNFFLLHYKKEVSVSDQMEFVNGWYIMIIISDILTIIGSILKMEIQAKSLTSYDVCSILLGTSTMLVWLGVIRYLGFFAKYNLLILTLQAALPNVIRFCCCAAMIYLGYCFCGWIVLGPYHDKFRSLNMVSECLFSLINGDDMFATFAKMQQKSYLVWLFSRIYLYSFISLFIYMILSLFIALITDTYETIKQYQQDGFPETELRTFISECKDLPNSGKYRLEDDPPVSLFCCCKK
#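 Test system – HEK293 line with stable expression of human TRPML3-YFP channel · Control set – carbachol 87 µM final as high control (100%), DMSO as low control (0%) · Signal – Fluo-8 calcium dye fluorescence, ex 470-495, em 515-575 nm · Incubation – 1-h 37 °C dye load, 5-s basal, 120-s post-compound reads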
# S1P4 antagonist = antagonists of human S1P4 receptor; O95977; hit rate 0.26% among 220,000; inhibition, % at 4.98 µM; S1P4-expressing cells, antagonist mode, reporter read-out; in the data active = inhibition above about 29%;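 also: 0% = wells stimulated with agonist and 100% = vehicle wells without agonist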
# PERK inhibitor = inhibitors of human PERK kinase; hit rate 0.17% among 220,000; CHO PERK-DD fusion, SEAP luminescence translation reporter; AID 1416; inhibition, % at 5.6 µM;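 active = inhibition above the mean inhibition of all tested compounds plus 3 SD, set separately per screening campaign, cut at about 2.9% in these data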;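 also: PERK kinase domain activated by AP20187 dimerizer at 100 nM; 0% = DMSO with dimerizer and 100% = rapamycin at 8.4 µM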
# BaF3 parental = counter-screen for JAK2V617F inhibitors: parental Ba/F3 viability inhibitors; inhibition, % at 5.6 µM; hit rate 1.1% among 220,000; CellTiter-Glo ATP luminescence; AID 1486;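 active = inhibition above a per-campaign cutoff, the mean inhibition of all tested compounds plus 3 SD, cut at about 27% in these data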;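 also: 0% = DMSO wells and 100% = JAK Inhibitor I control wells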
# Calpain2 inh = calpain II (pig) inhibition | purified calpain II, fluorogenic peptide substrate, 30 min | inhibition, % at 16 µM | hit rate 0.37% among 220,000;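 active = inhibition above about 50%, limit read from the data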
# Ba/F3 V617F tox = lowers viability of Ba/F3 cells expressing EpoR and JAK2V617F; hit rate 1.1% among 220,000; inhibition, % at 5.6 µM; ATP luminescence;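 active = inhibition above the campaign mean plus 3 SD over all tested compounds, cut at about 24% in these data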;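 also: cytokine-independent growth of Ba/F3 cells driven by EpoR plus mutant JAK2; 0% = DMSO-treated cells and 100% = JAK inhibitor I control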
# Active calls of the source: *; i = inactive; & = joins results of further samples.
SMILES,EP2 modulator,S1P4 agonist,zfTRPN1 agonist,TRPML3 ag,S1P4 antagonist,PERK inhibitor,BaF3 parental,Calpain2 inh,Ba/F3 V617F tox
Cc1ccc(S(=O)(=O)NCC(=O)OCC(=O)Nc2ncc(Cl)cc2Cl)cc1,24,-0.8,-2.1,-0.5,3,1.0,4,-85,-1
CN1CCN(NC(=O)c2cc(S(=O)(=O)Nc3ccc(Cl)cc3)ccc2Cl)CC1,16,2.0,-0.9,0.3,5,0.6,-3,-311,-4
Cc1ccc(C)c(OC(=O)c2cncc(Br)c2)c1,32,-0.3,-1.1,-0.2,4,0.4,1,-3,-3
N#Cc1cc(-c2ccccc2)nnc1Oc1ccccc1,-16,-0.1,3.2,0.1,-19,0.5,4,0,3
Cc1c(Cl)cccc1N1C(=O)C(N2C(=O)c3cccc([N+](=O)[O-])c3C2=O)C1c1cccs1 (centres undefined),1,-2.2,1.8,-0.4,-6,1.4,10,-43,3
CC(C)(C)c1ccc(C2C(C#N)=C(N)Oc3n[nH]c(-c4cccnc4)c32)cc1 (centres undefined),9,0.0,1.2,0.3,-5,0.2,0,18,0
CCOc1ccccc1OCC(=O)NCc1ccco1,20,-1.3,-1.0,-0.4,3,0.5,1,-97,-1
CN(C)c1ccc(N/C(N)=N/c2nc(C(F)(F)F)cc(C(F)(F)F)n2)cc1,-11,0.8,-0.4,-0.4,3,1.0,2,-3,-2
Cc1cc(C=C2C(=O)CCCC2=O)c(C)n1-c1ccccc1,4,1.6,-0.8,0.6,-29,0.5,2,-54,-3
CCOc1cc2c(cc1OCC)C(C(=O)O)C(c1ccc(OC)c(O)c1)N(C)C2=O (centres undefined),17,0.2,1.5,0.3,6,1.2,0,-21,-1
COc1ccc(C(=O)N/N=C/c2cn[nH]c2-c2ccc(OC)cc2OC)cc1,-76,0.9,2.2,0.5,-4,0.6,2,-12,-3
Cc1ccc(N2CCN(S(=O)(=O)c3ccc4c(c3)n(C)c(=O)c(=O)n4C)CC2C)cc1 (centres undefined),51,1.2,0.4,0.3,-2,-0.1,3,-25,1
Cc1c(CCOC(=O)c2cccc([N+](=O)[O-])c2)sc[n+]1CC(=O)c1ccccc1,-34,0.4,-1.2,0.0,1,-0.1,3,-22,0
Cc1ccc(N(C)C(=O)N2CCN(c3ccccn3)CC2)cc1,-3,2.1,-0.7,-0.4,-17,-0.1,-2,-19,-4
N#C/C(=C\c1cn(CCOc2ccccc2)c2ccccc12)C(=O)NCc1cccs1,-10,1.8,-0.1,0.9,-12,0.9,0,-18,-4
CCN(CC)c1ccc(/C=N/NC(=O)Cc2nnc(NC(=O)Nc3ccccc3)s2)cc1,7,1.9,-1.3,-0.1,-11,0.3,2,-10,-2
CCOC(=O)c1c(NC(=O)c2cc(-c3cccc(O)c3)on2)sc(C(C)=O)c1C,5,1.4,1.4,0.6,11,1.3,10,-43,0
CCCSc1nc(N2CCOCC2)c2c(c1C#N)CCCC2,66*,1.0,-0.7,-0.7,-8,-1.0,-2,9,1
CCN1CCN(S(=O)(=O)c2cccc([N+](=O)[O-])c2)CC1,-1,-2.5,-0.1,-0.5,-11,-0.4,4,27,4
Cc1cc(=O)[nH]c(CN2CCC(c3ccccc3)CC2)n1,36,0.2,1.2,0.7,-1,0.9,5,-7,-2
Cc1ccc(NC(=O)CC(C)N2CCCC2)cc1 (centres undefined),17,0.6,0.2,0.8,0,0.6,1,-25,-1
O=C(CN1CCC(n2nnc3cc(F)ccc32)CC1)Nc1ccc2c(c1)CCC2,-20&-73,0.9,-0.8,1.6,-2,-1.4,7,9,0
Cc1cc(C)cc(NC(=O)CSc2nnc(CN3CCOCC3)n2C)c1,11,0.1,0.2,0.6,-7,-0.3,2,14,95*
O=C(CSc1nnc(-c2ccco2)n1Cc1ccco1)Nc1ccccc1,-8,-0.7,-1.7,-1.6,-11,-0.5,5,-2,1
O=C(CN(Cc1ccc(F)cc1)C(=O)c1ccco1)NCc1ccc(F)cc1,2,-0.2,1.3,0.5,-14,-0.9,5,-4,2
# Other entries:
SMILES,EP2 modulator,S1P4 agonist,zfTRPN1 agonist,TRPML3 ag,S1P4 antagonist,PERK inhibitor,BaF3 parental,Calpain2 inh,Ba/F3 V617F tox
COc1ccccc1NS(=O)(=O)c1ccc(C)c(NC(=O)NC2CCCCC2)c1,-33,0.3,1.5,0.8,19,-0.6,3,-6,-2
COc1cccc(C(=O)NN2CC(O)=C(c3nc4ccccc4n3C)C2=N)c1,7,-0.8,1.2,0.6,-6,0.1,6,18,6
O=[N+]([O-])c1ccc(N2CCN(S(=O)(=O)c3ccc(Cl)cc3)CC2)cc1NCC1CCCO1 (centres undefined),-4,-0.7,-0.1,0.3,8,0.8,2,29,-2
CCOC(=O)c1nc(Nc2ccc(C)cc2)c2ccccc2n1,-26,-0.8,2.4,0.4,-10,-1.8,4,24,1
Cc1nc2cc(NC(=O)Nc3ccc(N4CCOCC4)cc3)ccc2n1C,-18,0.9,-0.4,0.4,-1,1.4,7,7,2
O=C(COc1ccc(C2SCCS2)cc1)Nc1ccc(Cl)cc1,10,0.6,4.0,1.1,6,0.9,1,12,-3
Cc1ccsc1C(=O)N1CCCC(CCC(=O)NCc2ccc(F)c(F)c2)C1 (centres undefined),34,0.1,-1.9,-0.2,-7,1.1,1,-31,-4
CCOC(=O)C1=C(N)OC2=C(C(=O)CCC2)C1c1ccccc1OC (centres undefined),27,2.3,0.5,0.8,-5,1.1,8,-19,-3
NS(=O)(=O)c1ccc(NS(=O)(=O)c2ccc(NC(=S)Nc3ccccc3)cc2)cc1,-21,1.5,1.9,0.0,-1,1.0,5,-23,-3
c1ccc2[nH]c(C3CC3)nc2c1,5,0.9,0.1,0.7,-5,1.0,3,-16,0
COCCn1c(SCC#N)nnc1-c1ccc(OC)cc1,24,1.6,-0.6,0.5,-19,0.6,0,-21,0
CC(NC(=O)c1cccc(S(=O)(=O)N2CCN(C)CC2)c1)C1CC2CCC1C2 (centres undefined),22,1.4,0.2,0.3,-19,-1.1,4,-6,0
CC(C)c1ccc(S(=O)(=O)N2CCN(C(C)C(=O)Nc3ccccc3-c3ccccc3)CC2)cc1 (centres undefined),16,0.3,0.1,-0.3,-20,-0.2,8,14,4
Cc1nc2ncnn2c(C)c1CCC(=O)N1CCOCC1,6,1.6,0.6,-0.2,-12,0.4,3,8,-2
O=C(Nc1cc(N2CCCCC2)ncn1)c1ccc(F)cc1,-30,-0.3,-1.1,0.4,10,-0.2,7,10,2
Cc1ccc(C)c(S(=O)(=O)NCC(=O)NCc2ccco2)c1,36,1.0,1.0,0.7,-11,1.0,3,-10,-1
N#C/C(=C\c1ccc(N2CCOCC2)o1)c1nc2ccccc2[nH]1,-34,0.3,2.0,1.8,-14,0.1,2,-14,1
O=C(Nc1ccc(F)cc1)C(=O)C1C(=O)Nc2ccccc21 (centres undefined),-8,0.9,1.1,-0.6,5,2.5,-2,3,-2
CC(=O)c1cccc(NS(=O)(=O)c2c(C)noc2C)c1,32,1.7,1.6,0.6,9,0.9,0,6,-5
CCCCC(=O)Nc1ccc(NC(=O)C2CC2)nc1,18,-1.6,1.3,-0.3,-8,0.8,7,0,-1
CCN1CCN(CC(=O)Nc2ccc(C)cc2C)C(=O)C1=O,3,1.1,0.5,1.2,-14,1.6,1,5,-3
O=C(COC(=O)/C=C/c1ccco1)NCc1ccco1,21,2.4,1.6,1.0,-2,1.2,5,-51,0
Brc1ccc(-c2ncc(-c3ccccc3)cn2)cc1,15,0.4,-0.3,0.8,10,0.6,4,-10,2
Cn1ncc2c(Nc3cccc(C(=O)O)c3)ncnc21,39,-1.4,0.5,-0.1,-4,0.0,-2,-12,-3
Cn1ccnc1SCC(=O)NC1CCCCC1,-4,1.4,0.7,0.7,-14,-0.4,2,18,-2

# One compound at a time, from the list above.
# CCOC(=O)c1nc(Nc2ccc(C)cc2)c2ccccc2n1 as listed: EP2 modulator: -26; S1P4 agonist: -0.8; zfTRPN1 agonist: 2.4; TRPML3 ag: 0.4; S1P4 antagonist: -10; PERK inhibitor: -1.8; BaF3 parental: 4; Calpain2 inh: 24; Ba/F3 V617F tox: 1
# Cn1ncc2c(Nc3cccc(C(=O)O)c3)ncnc21 as listed: EP2 modulator: 39; S1P4 agonist: -1.4; zfTRPN1 agonist: 0.5; TRPML3 ag: -0.1; S1P4 antagonist: -4; PERK inhibitor: 0.0; BaF3 parental: -2; Calpain2 inh: -12; Ba/F3 V617F tox: -3

# Continued.
SMILES,EP2 modulator,S1P4 agonist,zfTRPN1 agonist,TRPML3 ag,S1P4 antagonist,PERK inhibitor,BaF3 parental,Calpain2 inh,Ba/F3 V617F tox
COC(=O)CNC(=O)/C=C/c1cc(Br)ccc1OC,-33,-1.3,-2.5,0.1,-30,0.1,0,-12,0
CC(=O)NN1C(=O)c2ccccc2NC1c1ccoc1 (centres undefined),15,-0.3,0.0,1.4,1,-0.1,1,i,-1
COc1ccc(NC(=O)C(C)N2c3cccc4cccc(c34)S2(=O)=O)cc1 (centres undefined),-51,-2.8,-0.9,-0.9,7,-0.1,3,-52,-2
O=C(c1cc(-c2cccs2)on1)N1CCCCC1,2,0.1,0.5,-0.1,-3,1.5,4,34,0
Cc1ccc(S(=O)(=O)N(C)c2ccc(OCC(=O)NC3=NCCS3)cc2)cc1,-49,1.4,2.5,1.8,-11,0.3,3,20,4
Cc1ccc(-n2nnnc2SC(C)C(=O)Nc2ccccc2-c2ccccc2)cc1 (centres undefined),20,1.9,-2.8,0.4,-4,-0.8,3,2,0

# Limited to Ba/F3 V617F tox, for some of the entries so far:
smiles,Ba/F3 V617F tox
O=C(c1cc(-c2cccs2)on1)N1CCCCC1,0
Cc1ccc(S(=O)(=O)N(C)c2ccc(OCC(=O)NC3=NCCS3)cc2)cc1,4
CC(=O)NN1C(=O)c2ccccc2NC1c1ccoc1 (centres undefined),-1
COc1ccc(NC(=O)C(C)N2c3cccc4cccc(c34)S2(=O)=O)cc1 (centres undefined),-2
COC(=O)CNC(=O)/C=C/c1cc(Br)ccc1OC,0

# Entries listed so far that bear a hit mark in EP2 modulator:
structure	EP2 modulator	S1P4 agonist	TRPML3 ag	S1P4 antagonist	PERK inhibitor	Calpain2 inh
CCCSc1nc(N2CCOCC2)c2c(c1C#N)CCCC2	66*	1.0	-0.7	-8	-1.0	9
